Bim-Bfl-1 = inhibitors of Bim-Bfl-1 interaction, human; AID 1008; Q16548; inhibition, % at 10 µM; 190,000 compounds, 0.12% hits; Bead-based flow cytometry, Bim-Bfl-1 binding inhibition;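 further: 0% = wells without compound plus tracer and 100% = blocker peptide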
Bim-Bcl-W = inhibitors of Bim-Bcl-W interaction, human; Q92843; bead-based flow cytometry, Bim peptide-Bcl-W binding; inhibition, % at 10 µM; 190,000 compounds, 0.02% hits; AID 952;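 further: 0% = bound tracer without compound and 100% = peptide blocker; higher means less fluorescent Bim peptide bound to Bcl-W beads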
Bim-Bcl-2 = inhibitors of Bim-Bcl-2 interaction, human; inhibition, % at 10 µM; AID 950; Bead-based flow cytometry, Bim peptide-Bcl-2 binding; 190,000 compounds, 0.06% hits; P10415; in the data active means inhibition above about 40%; inconclusive means no clear call, values can overlap the other calls;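 further: 0% = no compound wells with probe peptide and 100% = reference peptide inhibitor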
GSH bead fluor = compound fluoresces at 488/530 nm on GSH beads. AID 1776. GSH beads flow cytometry, compound fluorescence 488/530 nm; hits give high values. 190,000 compounds, 0.25% hits. fluorescence (KMESF) at 10 µM; in the data active means fluorescence above about 89;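 further: glutathione beads carrying GST-tagged Bcl family fusion proteins plus one bare bead set; values are compound well signal with DMSO vehicle wells as background; inactives centre near 16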
Bim-Bcl-XL = human Bim-Bcl-XL interaction inhibition; Q07817; Bim peptide-Bcl-XL binding, bead flow cytometry, fluorescence; 190,000 compounds, 0.04% hits; inhibition, % at 10 µM
RGS7-Gao = regulators of human RGS7-Galphao interaction. AID 1439. P09471. Multiplexed bead flow cytometry, RGS7-Galphao binding; actives lie on both sides. 220,000 compounds, 0.35% hits. binding response (% of control), % at 10 µM; in the data active means binding response below about 49% or above about 150%; inconclusive means no clear call, values can overlap the other calls; inactive means in between;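 further: fluorescent Galphao held in activated GDP-AlF4 state binding bead-coupled RGS7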
Target sequence (P09471 whole entry, looked up): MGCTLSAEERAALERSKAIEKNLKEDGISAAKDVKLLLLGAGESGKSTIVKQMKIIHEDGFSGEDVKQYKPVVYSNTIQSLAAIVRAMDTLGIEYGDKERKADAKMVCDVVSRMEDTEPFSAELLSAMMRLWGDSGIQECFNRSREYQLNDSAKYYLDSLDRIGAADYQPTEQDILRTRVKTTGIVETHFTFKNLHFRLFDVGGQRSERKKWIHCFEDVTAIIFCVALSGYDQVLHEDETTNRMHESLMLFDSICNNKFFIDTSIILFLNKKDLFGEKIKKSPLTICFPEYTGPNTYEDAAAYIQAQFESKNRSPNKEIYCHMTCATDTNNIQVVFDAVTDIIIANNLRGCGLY
Mcl1-Bid inh = Mcl-1/Bid interaction inhibition. Q07820. TR-FRET Mcl-1/Bid-Dy647 peptide binding, 1536-well. inhibition, % at 21.7 µM. 220,000 compounds, 0.97% hits. AID 1021;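 active means compounds that cut the binding signal by more than half at the single screening dose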;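 further: His-tagged Mcl-1 with europium anti-His antibody binding Bid BH3 peptide; 0% = Mcl-1 plus peptide wells and 100% = peptide-only wells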
Target sequence (Q07820 whole entry, looked up): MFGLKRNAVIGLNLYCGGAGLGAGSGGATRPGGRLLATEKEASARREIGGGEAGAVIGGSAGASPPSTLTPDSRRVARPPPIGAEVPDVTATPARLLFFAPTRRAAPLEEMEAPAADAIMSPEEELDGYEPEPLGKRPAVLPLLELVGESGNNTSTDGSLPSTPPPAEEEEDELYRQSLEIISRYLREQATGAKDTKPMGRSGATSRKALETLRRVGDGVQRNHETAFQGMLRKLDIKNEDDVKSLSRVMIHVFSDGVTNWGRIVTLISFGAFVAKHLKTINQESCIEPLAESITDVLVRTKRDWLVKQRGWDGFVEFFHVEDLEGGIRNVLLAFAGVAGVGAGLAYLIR
Mcl-1 Bim block = inhibitors of Bim-Mcl-1 interaction, human. Q07820. Bead-based flow cytometry, Bim peptide-Mcl-1 binding. inhibition, % at 10 µM. 190,000 compounds, 0.1% hits;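 further: 0% = no compound tracer wells and 100% = peptide blocker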
RGS4-Gao reg = human RGS4-Galphao interaction regulation; Multiplexed bead flow cytometry, RGS4-Galphao binding; actives lie on both sides; P09471; AID 1415; binding response (% of control), % at 10 µM; 220,000 compounds, 0.33% hits; in the data active means binding response below about 49% or above about 150%; inactive means in between;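 further: fluorescent Galphao activated with aluminum fluoride binding bead-coupled RGS4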
Bcl-B Bim block = inhibitors of Bim-Bcl-B interaction, human | Q9HD36 | bead-based flow cytometry, Bim peptide-Bcl-B binding | inhibition, % at 10 µM | 190,000 compounds, 0.073% hits;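 further: 0% = tracer peptide without compound and 100% = reference inhibitor peptide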
Target sequence (Q9HD36 whole entry, looked up): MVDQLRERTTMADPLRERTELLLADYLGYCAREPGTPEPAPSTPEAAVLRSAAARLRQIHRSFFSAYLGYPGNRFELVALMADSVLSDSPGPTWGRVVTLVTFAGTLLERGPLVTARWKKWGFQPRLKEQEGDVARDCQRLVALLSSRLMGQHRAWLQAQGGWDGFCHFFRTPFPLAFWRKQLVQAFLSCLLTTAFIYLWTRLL
RGS8-Gao reg = human RGS8-Galphao interaction regulation; P09471; multiplexed bead flow cytometry, RGS8-Galphao binding; actives lie on both sides; response (percent of control binding), % at 10 µM; 220,000 compounds, 0.34% hits; AID 1423; in the data active means response below about 60% or above about 140%; inactive means in between;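 further: Galphao activated as the GDP aluminium fluoride complex binding bead-coupled RGS8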
The depositor's hits bear a star; ? = inconclusive; · = not tested or not shown. Unless noted, no stated cut-off is given here; in the data, active means inhibition above about 40%.

Values in the order: Bim-Bfl-1	Bim-Bcl-W	Bim-Bcl-2	GSH bead fluor	Bim-Bcl-XL	RGS7-Gao	Mcl1-Bid inh	Mcl-1 Bim block	RGS4-Gao reg	Bcl-B Bim block	RGS8-Gao reg
COC(=O)CC1(c2cccc3ccccc23)C(=O)c2ccccc2C1=O
    -12	0	-7	29	0	102	4	-2	103	-10	101
S=C(Nc1ccccc1)Nc1ccc(Cl)cc1Cl
    -13	2	-5	23	-2	103	-4	1	102	-4	100
Cc1nn(CCCC(=O)NCc2ccc(Cl)cc2)c(C)c1[N+](=O)[O-]
    -2	-4	-2	23	-10	85	3	-6	88	-8	92
O=C(COC(=O)c1cc([N+](=O)[O-])ccc1NCc1ccccc1Cl)NCC(F)(F)F
    -5	2	-1	10	0	96	-13	13	106	-2	101
CCOC(=O)c1ccc(NC(=O)N2CCN(S(C)(=O)=O)CC2)cc1
    -11	0	-6	40	-6	100	-21	0	101	-5	99
COc1ccc(C(=O)NCc2ccccc2)cc1S(=O)(=O)N1CCCc2ccccc21
    -1	-1	-2	24	-1	99	-8	0	102	-3	102
CC(C)c1ccc(-c2nn[nH]n2)cc1
    -1	1	-4	18	0	99	2	0	99	-3	104
C=C(C)CSc1nc2ncc(Cl)cc2[nH]1
    -5	-3	-6	18	-9	90	15	0	93	-4	96
Cc1ccccc1CCN(CC(=O)NC1CCCCC1)C(=O)c1csnn1
    -4	-1	-3	12	-1	?	-16	-3	99	-3	101
CC(=O)c1cccc(NC(=O)Nc2ccc3c(c2)N(C)C(=O)CS3)c1
    -11	-2	-14	27	-10	105	-2	-4	106	-11	104
O=C(Nc1cccc(C(=O)O)c1)/C(=C\C=C\c1ccccc1)NC(=O)c1ccccc1
    6	4	3	10	3	88	-46	1	96	1	96
CC(/C=C1\SC(=O)N(CC(=O)Nc2cccc(O)c2)C1=O)=C\c1ccccc1
    -17	0	-14	29	-1	99	0	-3	100	-14	103
Cc1nc2ccccn2c1C(=O)/C=C/c1ccc(F)cc1
    3	5	-2	12	-1	98	11	-3	99	2	115
C=CC(=C)CC(NC)c1ccccc1 (stereo not drawn)
    -3	-1	-1	9	1	99	-14	-5	105	-15	104
CC(SCc1ccccc1)C(=O)N/N=C/c1cccs1 (stereo not drawn)
    -13	0	-4	9	-2	117	-8	-1	112	-1	130
COc1ccc(C(C(=O)NC2CCCCC2)N(C(=O)c2sc(C)nc2C)c2ccc(OC)cc2)cc1 (stereo not drawn)
    0	-1	0	11	-2	81	-28	-1	80	-2	90
CC(=O)c1sc2nc(CSc3nncn3C)[nH]c(=O)c2c1C
    -3	2	-2	13	-2	?	54*	2	104	0	104
c1ccc(Cn2cc(CN3CCCO3)c(-c3ccc4c(c3)OCO4)n2)cc1
    -6	-6	-5	17	-1	96	-22	0	97	-4	95
Clc1cccc(Cl)c1CON/C=N/c1ncnc2sccc12
    -12	0	-12	32	-1	99	87*	-3	99	-14	99
O=C(NS(=O)(=O)c1ccccc1)c1ccccc1
    -15	-2	-9	25	-7	100	17	-4	103	-6	101
C=CCn1c(SCC(=O)NCC2CCCO2)nnc1C1CCCCC1 (stereo not drawn)
    0	-2	-2	24	0	102	-25	-1	103	-4	103
O=C(Nc1ccc([N+](=O)[O-])cn1)c1cc(-c2cccc(Cl)c2)nc2ccccc12
    -11	-8	-4	19	-14	96	-10	-6	100	-15	101
CCOC(=O)N1CCN(CC(=O)Nc2ccc(C)c(Br)c2)CC1
    0	0	1	17	0	101	31	0	102	1	100
O=C(CN1CCN(Cc2ccccc2)CC1)N/N=C\C=C/c1ccco1
    4	-2	0	7	-1	100	-13	-4	99	-5	98
CC(=O)OC(C(=O)Nc1ccccc1)C(C)S(=O)(=O)c1ccccc1 (stereo not drawn)
    -2	-1	-1	52	4	94	-17	-4	92	-1	91
Cc1cccc(N2CCN(C(=S)NCc3ccco3)CC2)c1C
    0	0	0	6	-1	97	-51	0	94	-5	99
CC(C)c1csc(CN2CCN(Cc3ccc(F)cc3)C(CCO)C2)n1 (stereo not drawn)
    -5	-2	-3	10	-3	101	-55	-3	99	-4	102
CCc1ccc(NC(=S)N(Cc2ccc(Cl)cc2)Cc2ccc(C(=O)O)cc2)cc1
    -4	-13	-11	21	-13	102	-1	-8	100	-14	101
COc1ccc(C(C)C)cc1S(=O)(=O)N1CCN(c2ccccc2)CC1
    0	0	-1	18	-3	103	-19	2	103	-2	105
CC1CC(=O)C2=C(C1)Nc1ncnn1C2c1ccccc1 (stereo not drawn)
    -5	-2	0	24	-5	98	-7	-4	103	-5	102
CN(C)CC(=O)N1c2ccccc2CCc2ccc(NC(=O)c3ccc(N)cc3)cc21
    -8	5	-4	34	-2	106	-14	-2	103	-4	101
CC(=O)OCc1cc(=O)n(C)c(=O)n1C
    0	0	1	16	0	101	-5	-3	103	0	97
Cc1ccc(C)c2c1[nH]c1ccccc12
    -11	0	-14	11	-4	100	-2	-3	100	-11	101
COc1cc2c(cc1OC)C(C)N(C(=O)c1cc3n(n1)C(C(F)(F)F)CC(c1ccco1)N3)CC2 (stereo not drawn)
    0	4	0	20	0	106	-42	2	106	-1	102
COc1ccc(Cl)cc1S(=O)(=O)N1CCCC1
    -10	4	-8	44	-1	·	-5	-2	·	-7	·
CCOC(=O)c1cc2c(=O)n3cccc(C)c3nc2n(Cc2ccco2)c1=NC(=O)c1cccnc1
    40*	20	14	12	9	96	-14	13	95	12	98
O=C(NCCOCC(F)(F)C(F)F)c1cc(F)c(F)cc1Cl
    -8	0	-7	55	-7	102	1	-1	104	-11	101
N/C(=N\OC(=O)N1c2ccccc2Sc2ccccc21)c1ccc(Br)cc1
    0	0	-1	15	-4	95	-19	-3	100	-7	98
COc1ccc(-n2c(SCC(N)=O)nc3nc4c(cc3c2=O)COC(C)(C)C4)cc1
    0	0	0	10	-2	79	-19	-3	76	-1	86
CCOc1ccc(-n2c(=S)sc3c(=O)[nH]c(SCC(=O)NCC4CCCO4)nc32)cc1 (stereo not drawn)
    0	-3	-5	25	-4	98	17	-2	101	-2	102
COc1ccc(CN2CCNC(=O)C2CC(=O)N(C)Cc2ccon2)cc1OC (stereo not drawn)
    -2	-3	-3	10	-4	94	-32	-3	101	-4	108
O=C(NCC(c1ccco1)N1CCN(c2ccc(F)cc2)CC1)OCc1ccccc1 (stereo not drawn)
    -7	-2	-9	12	-4	98	-39	0	99	-6	101
Cc1cc([N+](=O)[O-])ccc1NC(=O)Nc1ccc(F)cc1F
    -4	0	-4	13	-5	100	3	-2	103	-3	100
Cc1ccc(N=c2oc3cc(O)ccc3cc2C(N)=O)cc1
    1	-1	0	17	3	98	-11	0	98	0	100
CC(=O)Nc1ccc(Oc2ccc(-c3noc(C)n3)cc2)cc1
    -14	-2	-6	34	-10	93	-14	-1	97	-8	97
Cc1nc(NC(=O)c2ccc([N+](=O)[O-])cc2Cl)sc1C(=O)N(C)C
    27	8	12	3	0	105	-24	-7	97	-14	96
COc1ccc(-c2cc3ccccc3n2CC(O)CNCCO)cc1 (stereo not drawn)
    -1	-2	-1	14	-3	100	-73	-3	102	0	103
CCOC(=O)C1C2C=CC3(CN(Cc4cccs4)C(=O)C13)O2 (stereo not drawn)
    -4	-4	-4	16	-5	101	-32	0	103	-2	102
COC(CN(C)C(C(=O)NC1CCCCC1)c1ccccc1)OC (stereo not drawn)
    3	1	3	22	-1	104	1	-2	98	0	99
O=C(c1cc(F)c(F)cc1Cl)N1CCCCC1
    -10	0	-6	30	-2	94	-20	0	96	-6	100
O=c1[nH]c(CN2CCN(CCO)CC2)nc2ccccc12
    -1	-1	-11	20	-4	·	-6	0	·	-4	·
CCN(CC(=O)Nc1c(F)cccc1F)C(=O)CCc1c[nH]c2ccccc12
    -6	0	1	10	0	97	-55	0	95	1	97
O=C(CCCN1C(=O)c2ccccc2C1=O)NC1=NCCS1
    -10	0	-4	259*	-19	98	-21	5	100	-8	104
CCCC(=O)Nc1cc(Cl)ccc1N1CCN(C(=O)CC)CC1
    -1	-1	-3	12	-1	101	6	-3	102	0	101
COC(=O)c1[nH]c2ccc(C)cc2c1NC(=O)C(C)N1CCN(C2CCCCC2)CC1 (stereo not drawn)
    -11	0	-5	25	-4	96	5	0	98	-3	102
OCCC1CN(Cc2ccc(C(F)(F)F)cc2)CCN1Cc1ccccc1 (stereo not drawn)
    2	-3	-4	14	-7	119	-20	0	115	-5	137
CCn1ncc(C2=NOC(C(=O)Nc3c(C)n(C)n(-c4ccccc4)c3=O)C2)c1C (stereo not drawn)
    -7	-7	-3	24	-3	103	-25	-6	104	-6	101

Complete entries from above. Order of screens: Bim-Bfl-1, Bim-Bcl-W, Bim-Bcl-2, GSH bead fluor, Bim-Bcl-XL, RGS7-Gao, Mcl1-Bid inh, Mcl-1 Bim block, RGS4-Gao reg, Bcl-B Bim block, RGS8-Gao reg
Record of CCCC(=O)Nc1cc(Cl)ccc1N1CCN(C(=O)CC)CC1 : -1, -1, -3, 12, -1, 101, 6, -3, 102, 0, 101
Record of O=c1[nH]c(CN2CCN(CCO)CC2)nc2ccccc12 : -1, -1, -11, 20, -4, ·, -6, 0, ·, -4, ·
